Bioassay records deposited in PubChem by National Center for Advancing Translational Sciences (NCATS).
POLI inh = DNA polymerase iota (human) inhibition; Potency, µM (top dose mostly 115 µM), for inactives: at the top dose activity, negative = inhibition, actives largely listed as inhibitors; 1% of 390,000 active; Pol iota fluorescent replication assay, 10 min; also: potency is read from the fitted curve at half-maximal effect
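Pol iota at 10 nM preincubated 15 min with compounds at room temperature; reaction started with fluorescent substrate, 50 nM final. Fluorescence read kinetically at 0 and 10 min; buffer-only wells as negative control.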
BLM helicase inh = blocks DNA unwinding by human BLM helicase; 0.2% of 350,000 active; recombinant BLM DNA unwinding, fluorescence dequenching; Potency, µM (titrated, usually from 56.1 µM), inactives show top-dose activity change, negative = inhibition, hits mostly inhibitors;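 also: potency is read from the fitted curve at half-maximal effect; plate controls were vehicle for no effect and no enzyme for full effect; nearly all actives have a fitted effect of over 35% in size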
Target sequence (P54132 whole entry, looked up): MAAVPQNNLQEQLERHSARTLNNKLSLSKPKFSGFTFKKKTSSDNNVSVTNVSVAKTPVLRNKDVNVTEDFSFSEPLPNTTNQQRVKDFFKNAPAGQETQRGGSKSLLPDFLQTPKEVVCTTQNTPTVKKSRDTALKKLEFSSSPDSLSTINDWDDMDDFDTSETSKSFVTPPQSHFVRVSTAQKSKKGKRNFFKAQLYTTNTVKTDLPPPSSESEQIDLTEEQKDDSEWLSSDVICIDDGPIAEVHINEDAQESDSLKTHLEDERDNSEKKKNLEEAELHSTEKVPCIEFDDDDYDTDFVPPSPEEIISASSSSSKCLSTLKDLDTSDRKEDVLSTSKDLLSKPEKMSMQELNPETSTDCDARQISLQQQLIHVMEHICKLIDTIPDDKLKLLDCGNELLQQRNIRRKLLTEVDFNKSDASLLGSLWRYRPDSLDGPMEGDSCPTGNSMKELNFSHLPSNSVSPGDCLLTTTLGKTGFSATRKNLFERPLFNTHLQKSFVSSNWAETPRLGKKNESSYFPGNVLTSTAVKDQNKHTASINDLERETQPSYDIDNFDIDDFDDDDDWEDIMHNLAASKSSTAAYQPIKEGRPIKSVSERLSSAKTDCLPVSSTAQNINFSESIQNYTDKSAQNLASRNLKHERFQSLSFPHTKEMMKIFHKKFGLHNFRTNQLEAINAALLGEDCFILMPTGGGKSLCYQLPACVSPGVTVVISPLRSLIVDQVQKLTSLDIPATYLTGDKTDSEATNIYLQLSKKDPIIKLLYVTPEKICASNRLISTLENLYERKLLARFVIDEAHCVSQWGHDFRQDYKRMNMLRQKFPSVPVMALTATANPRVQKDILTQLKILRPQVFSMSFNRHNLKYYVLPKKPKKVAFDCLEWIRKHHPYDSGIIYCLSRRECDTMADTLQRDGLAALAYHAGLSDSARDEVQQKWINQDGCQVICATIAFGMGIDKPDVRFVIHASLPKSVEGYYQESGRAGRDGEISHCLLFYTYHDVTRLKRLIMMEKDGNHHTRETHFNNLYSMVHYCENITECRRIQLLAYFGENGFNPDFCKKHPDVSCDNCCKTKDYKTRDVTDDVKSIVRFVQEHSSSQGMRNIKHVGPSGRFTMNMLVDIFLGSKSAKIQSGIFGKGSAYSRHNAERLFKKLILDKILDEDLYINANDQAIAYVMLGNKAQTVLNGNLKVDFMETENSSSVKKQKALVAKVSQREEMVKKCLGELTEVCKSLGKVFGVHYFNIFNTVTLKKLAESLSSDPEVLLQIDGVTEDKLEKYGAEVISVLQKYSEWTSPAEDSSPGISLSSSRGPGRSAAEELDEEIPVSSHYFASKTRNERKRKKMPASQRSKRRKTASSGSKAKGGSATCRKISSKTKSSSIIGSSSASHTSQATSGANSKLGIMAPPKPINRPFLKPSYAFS
RXFP1 antag = antagonists of human relaxin receptor RXFP1 | Q9HBX9 | HEK293-RXFP1, relaxin-stimulated cAMP HTRF, 30 min; stronger effect = lower value | activity change, negative = inhibition, % at 57.5 µM | 0.59% of 350,000 active | AID 1259400;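 active = activity change of -60% or lower, but not beyond a set lower limit; inconclusive = change between -60% and -40%, or beyond the set limit; inactive = change above -40%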; also: % is scaled to controls: 0 for no effect and ±100 for the full control effect
Tb PGK inh = inhibitors of T. brucei phosphoglycerate kinase; P07378; PGK/GAPDH coupled, Kinase-Glo luminescence, 60 min; Potency, µM (titrated, usually from 57.5 µM), for the others: at the top dose activity change, negative = inhibition, actives largely listed as inhibitors; 0.043% of 380,000 active; AID 602233; also: potency is read from the fitted curve at half-maximal effect; % is scaled to controls: 0 for no effect and ±100 for the full control effect; nearly all actives have a fitted effect of over 60% in size
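Luminescent ATP detection (Kinase-Glo Plus) follows a 60-minute room-temperature incubation, with wells lacking PGK as controls. Buffer: 100 mM TEA (pH 7.6), 5 mM MgCl2, 0.01% Tween-20. Coupling enzyme GAPDH (100 nM final) supplies unstable 1,3-BPG in-well.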
Apoferritin bind = binds horse apoferritin like a general anesthetic; apoferritin/1-aminoanthracene competitive binding, fluorescence; Potency, µM (series often up to 77.5 µM), without a hit: at the top dose activity change, negative = displacement, usual class: inhibitors; 0.074% of 350,000 active; AID 485281; also: potency is read from the fitted curve at half-maximal effect; % is scaled to controls: 0 for no effect and ±100 for the full control effect; nearly all actives have a fitted effect of over 20% in size
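Horse-spleen apoferritin (10 uM) was mixed with 50% saturated 1-aminoanthracene in PBS, exposed to compounds for 10 min at room temperature, and read for fluorescence (ex 380 nm, em 535 nm). Competitive displacement was fitted with a four-parameter Hill equation.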
Pol eta inh = blocks human DNA polymerase eta activity; Q9Y253; recombinant Pol eta, fluorescent DNA replication assay; Potency, µM (titrated, usually from 114 µM), for the others: at the highest dose activity change, negative = inhibition, actives largely listed as inhibitors; 1.2% of 390,000 active; AID 588591; also: potency is read from the fitted curve at half-maximal effect; % is scaled to controls: 0 for no effect and ±100 for the full control effect
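Fluorescent replication assay: 50 nM final substrate added after a 15 min room-temperature compound preincubation with 10 nM enzyme. Signal taken at 0 min and again at 10 min.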
Pol kappa inh = inhibitors of human DNA polymerase kappa | purified Pol kappa, fluorescent DNA synthesis assay, 10 min | Potency, µM (top dose mostly 107 µM), without a hit: at the highest dose activity, negative = inhibition, actives largely listed as inhibitors | 0.53% of 400,000 active | AID 588579; also: potency is read from the fitted curve at half-maximal effect; % is scaled to controls: 0 for no effect and ±100 for the full control effect
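Kinetic fluorescence readout at 0 and 10 min followed reaction start with substrate at 50 nM final. Beforehand, enzyme (10 nM Pol kappa) stood 15 min with compound at room temperature; buffer-only wells were negative controls.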
POLB inh = DNA polymerase beta (human) inhibition; Potency, µM (top dose mostly 114 µM), for the others: at the highest dose activity change, negative = inhibition, usual class: inhibitors; AID 485314; Pol beta primer extension/strand displacement, fluorescence kinetic; 1.3% of 340,000 active; also: potency is read from the fitted curve at half-maximal effect; % is scaled to controls: 0 for no effect and ±100 for the full control effect
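Reaction started by 50 nM substrate onto compound-treated Pol beta (10 nM, 15 min preincubation, room temperature); plates read at 0 min and 10 min. Normalized concentration-effect data fitted by four-parameter Hill equation.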
APE1 inh = APE1 (human) endonuclease inhibition | P27695 | 0.35% of 350,000 active | Potency, µM (top dose mostly 65.8 µM), without a hit: at the top dose activity change, negative = inhibition, actives largely listed as inhibitors | recombinant APE1, TAMRA/BHQ-2 abasic DNA cleavage fluorescence;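 also: potency is read from the fitted curve at half-maximal effect; plate controls were vehicle for no effect and reference inhibitor for full effect; nearly all actives have a fitted effect of over 55% in size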
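Incision of a quenched TAMRA/BHQ-2 THF abasic-site duplex (50 nM) by 0.75 nM APE1, after 15 min compound preincubation, measured as fluorescence increase over three 60 s reads. Values normalized to buffer, DMSO and NSC13755 control wells.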
Active calls of the source: *; i = inactive; ? = inconclusive; . = not tested or not shown; [ ] = dose if it differs, or a comment. Unless noted, calls follow the shape of the dose curve; as a rule, active = well fitted curve in the direction sought with a large enough effect; inconclusive = small, poorly fitted or top-dose-only effect, or another doubt; inactive = no such curve, though single readings can be large; an effect the other way counts as inactive or inconclusive. An excerpt; rates above refer to the full screens.

compound | POLI inh | BLM helicase inh | RXFP1 antag | Tb PGK inh | Apoferritin bind | Pol eta inh | Pol kappa inh | POLB inh | APE1 inh
O=C(Nc1ccc(NC(=S)NC(=O)c2ccccc2F)cc1)c1cccs1 | 13% | -5% | -37 | -10% | -11% | -16% | -7% | 0% | 1%
COc1cccc(/C=N/NC(=O)C(=O)NCc2cccnc2)c1O | 3% | -10% | . | -5% | 4% | -2% | -9% | 23% | 8%
CC(=O)c1ccc(N2CCCC2)c(F)c1 | . | -2% | . | . | ? | . | . | -26% | -5%
COc1cc(NC(=O)c2cc(OC)c(OC)c(OC)c2)ccc1NC(=O)c1cccs1 | 5% | -5% | -7 | -2% | -5% | -19% | -9% | -9% | 7%
NS(=O)(=O)c1ccc(NC(=O)COC(=O)c2cc3ccccc3oc2=O)cc1 | 4% | -3% | -6 | i | 14% | 0% | -19% | 31%[activator] | 12%
O=C(NC1CCCCCC1)C1CCN(S(=O)(=O)N2CCC3(CC2)OCCO3)CC1 | 22% | 0% | -1 | 3% | -8% | -15% | -12% | 29% | 2%
CC1(C)CC(=O)C2=C(C1)OC(N)=C(C#N)C2c1ccsc1 (stereo not given) | -20% | -7% | 4 | i | 2% | -2% | 6% | ? | 16%
CC12CC3CC(C)(C1)CC(C(=O)NCc1cccnc1)(C3)C2 | 34%[activator] | 0% | -3 | i | -14% | -2% | -9% | ? | 0%
COc1ccc(C)cc1N(C(=O)c1ccc(C#N)cc1)C1=NC(C)(C)CS1 | 9% | -2% | 3 | -1% | -6% | -6% | 5% | 36% | 32%
CCOCCCNC(=O)C(NC(=O)Cc1cccs1)c1ccccc1 (stereo not given) | 131%[activator] | -2% | -8 | -1% | -5% | -6% | -6% | 0% | -3%
COc1ccccc1NC(=O)N1CCCC1C(=O)Nc1ccc2c(c1)OCO2 (stereo not given) | 0% | 0% | -1 | -6% | -7% | 3% | -6% | 19% | 20%
Nc1cc(=O)[nH]c(SCC(=O)Nc2ncc(C(F)(F)F)cc2Cl)n1 | 1% | -4% | -17 | 16% | -1% | -13% | -4% | 0% | ?
Cc1cc(C)c2c(=O)n(CC(=O)Nc3cccc(F)c3)sc2n1 | ? | 0% | -10 | -1% | -7% | 2% | 6% | 2% | 0%
COc1ccccc1C1SCCN1C(=O)c1ccc([N+](=O)[O-])cc1 (stereo not given) | -5% | -1% | -1 | -5% | -11% | -26% | 5% | 3% | -5%
COc1cc(OC)cc(C(=O)OC/C(O)=C(\C#N)c2nc3ccccc3[nH]2)c1 | 62%[activator] | -3% | 0 | i | -5% | 2% | -6% | -1% | -11%
CCOC(=O)c1sc(=S)n(C)c1NC(=O)c1ccccc1 | 8% | -2% | 6 | 0% | 1% | -3% | -10% | -13% | -3%
COc1ccc2nc(-c3ccccc3)cc(C(=O)OCC(=O)N3CCCCC3)c2c1 | ? | . | 1 | -10% | . | ? | -39% | . | -25%
CCCCC(=O)N1CCN(c2nc3ccc(F)cc3s2)CC1 | 41% | -2% | 1 | -10% | -20% | -4% | 9% | 6% | -18%
O=S(=O)(c1ccc(NC(=S)NCCC(c2ccccc2)c2ccccc2)cc1)N1CCOCC1 | -19% | -11% | 0 | -1% | 10% | -13% | -19% | -12% | 7%
CC1(C)O[C@@H]2[C@H](O1)[C@@H](CO)O[C@H]2n1cc(Br)c(=O)[nH]c1=O | -10% | . | . | 9% | . | -8% | -12% | . | 0%
CCOC(=O)Nc1ccc2c(c1)nc1n2CCN(CCOC)C1 | -4% | -1% | 0 | i | 3% | -5% | -19% | 58% | -10%
Fc1cccc(-n2ncc3c2ncn2nc(Cc4ccccc4)nc32)c1 | 20% | -1% | 7 | . | 8% | . | -1% | 8% | .
Cc1nn(C)c(Oc2ccccc2)c1[N+](=O)[O-] | 114%[activator] | -9% | -2 | -1% | ? | 7% | -20% | -6% | 1%
Cc1ncoc1C(=O)Nc1cccc(Cl)c1C | -7%[58.9 µM] | 1% | -6 | 2% | 6% | -4% | -6% | -12% | 1%
Cc1cc(O)c(C(=O)/C=C/c2cccc([N+](=O)[O-])c2)c(=O)o1 | 40µM* | -20% | -33 | -11% | -1% | 79µM* | ? | ? | -2%
C=CCNc1nc(N)c([N+](=O)[O-])c(NC2CCCCC2)n1 | 1% | -2% | 6 | -6% | -9% | 7% | -9% | -1% | 1%
Cc1ccc(-c2nnn(CC(=O)N3CCC(C)CC3)n2)o1 | -13% | -3% | -2 | -8% | ? | -3% | 11% | 9% | 5%
COc1cc2c(cc1OC)C(c1cccs1)CC(=O)N2 (stereo not given) | 7% | 1% | -6 | -9% | -15% | -12% | 0% | 32% | 1%
Cn1c(O)c(N=NC(=O)CNC(=O)/C=C/c2ccccc2)c2ccccc21 | -8% | -6% | -7 | -4% | -22% | 2% | -1% | 4% | 34%
Cc1csc2nc(COC(=O)c3ccc(F)cc3)cc(=O)n12 | -28% | 3% | . | -8% | ? | -10% | 0% | 3% | .
CCCc1cc(=O)[nH]c(SCC(=O)c2c(N)n(C)c(=O)n(C)c2=O)n1 | 3% | -1% | -21 | 1% | -12% | 3% | -10% | 3% | 14%
Cc1nn(C)cc1C(C(=O)NC1CCCCC1)N(C(=O)c1cnccn1)c1ccc(Oc2ccccc2)cc1 (stereo not given) | -8% | -5% | -10 | -8% | -16% | -12% | -4% | 2% | 3%
C=CCNC(=O)c1cccc(C(F)(F)F)c1 | 20% | -1% | -1 | i | -16% | -6% | -3% | 20% | 4%
COc1ccc(Nc2nc(N)c3cc(OC)c(OC)cc3n2)cc1 | -12% | 16µM* | -9 | 0% | 0% | ? | -9% | ? | .
Cc1cc(C(c2ccc(O)cc2)c2cc(C)c(O)cc2C)c(C)cc1O | -14% | -4% | 13 | 7% | -7% | -5% | -12% | -17% | 16%
Cc1cccn2c(=O)c(/C=N/O)c(N3CCCC3)nc12 | 24% | -8% | -23 | -9% | -14% | -5% | -6% | 1% | 2%
Cc1ccc2c(c1)sc(-c1ccc(N(C)C)cc1)[n+]2C | ? | 49%[activator] | 1 | 1% | -8% | -6% | -20% | ? | 64%[activator]
CCc1nc(C)cn1S(=O)(=O)c1cc(F)ccc1OC | 53%[activator] | 4% | 0 | 0% | -6% | -14% | -20% | -14% | 9%
CN(C)CCCNCCCNC(=O)c1ccncc1 | 24% | -10% | -15 | -7% | -4% | -7% | 5% | 30% | -3%
Clc1ccc(Cn2nnc(-c3ccccc3)n2)cc1 | ? | -4% | -1 | -2% | 4% | -17% | -6% | -20% | -5%
Nn1c(COc2cccc(Cl)c2)nc2ccccc2c1=O | 19% | -4% | 6 | -10% | -6% | -19% | -5% | 0% | 1%
CCOc1ccc(NC(=O)c2ccccn2)cc1 | 10% | 1% | . | -24% | 1% | -2% | 6% | 13% | ?
O=C1NC(c2ccccc2)N=C2Oc3ccccc3C=C12 (stereo not given) | -13% | . | -14 | -2% | . | 6% | -9% | . | .
CC(=O)Nc1nonc1-n1nnc(C(=O)NCc2ccccc2)c1C | 5% | 1% | -4 | -2% | 11% | -1% | -7% | -2% | 3%
COc1ccc(-c2cc(C(F)(F)F)nc(SCC(=O)Nc3ccc4c(c3)OCO4)n2)cc1 | 24% | -2% | 3 | 11% | -6% | -13% | -4% | -19% | 3%
C/C(N)=C(/C#N)C(=O)COC(=O)C1CCN(C(=O)c2ccc(Cl)cc2)CC1 | 87%[activator] | -2% | -2 | -5% | -6% | -15% | -2% | 1% | 2%
Cc1ccc(CN2CCN(/N=C/c3ccc(C(=O)O)cc3)CC2)c(C)c1 | 39%[activator] | 2% | -16 | -7% | -5% | -10% | -3% | 1% | -5%
CCOC(=O)c1sc(N/N=C/c2cccc(C)c2)nc1C | 26% | -3% | -8 | 0% | -14% | 1% | -5% | 23% | -2%
COC(=O)C1CCN(C(=O)COC(=O)c2ccc3[nH]c4c(c3c2)CCCC4)CC1 | 21% | . | -17 | 3% | . | -21% | -11% | . | -3%
CC(C)NC(=O)C(c1ccc(F)cc1)N(C(=O)CCC(=O)Nc1ccccn1)c1cccc(F)c1 (stereo not given) | 15% | -1% | 7 | 4% | -12% | 9% | -7% | 18% | 14%

Further records follow:
compound | POLI inh | BLM helicase inh | RXFP1 antag | Tb PGK inh | Apoferritin bind | Pol eta inh | Pol kappa inh | POLB inh | APE1 inh
COc1cccc(N2CC(NC(=O)/C=C\c3ccc4c(c3)OCO4)CC2=O)c1 (stereo not given) | 28% | 2% | -7 | -6% | -2% | 1% | -2%[60.1 µM] | 4% | .
O=C(N/N=C/c1cn(-c2cccs2)nc1-c1ccccc1)c1ccccc1Cl | 8% | -9% | -19 | 2% | 2% | -13% | -17% | 45% | 5%
COC(=O)c1ccccc1NC(=O)CSc1c2c(nc3ccc(Cl)cc13)CCCC2 | 13% | 1% | 26 | -12% | -11% | -16% | -5% | 1% | .
O=C1CS/C(=N/N=C2C3CC4CC(C3)CC2C4)N1 | 7% | 2% | -8 | -4% | ? | -14% | -14% | 2%[57.1 µM] | 4%
CCOC(=O)C1(Cc2ccccc2)CCN(Cc2cn[nH]c2-c2ccccc2)CC1 | 7% | -4% | -12 | 0% | -9% | -16% | -7% | -14% | -1%
CCC(O)(Cc1ccccn1)Cc1ccccn1 | 124%[activator] | . | -9 | -7% | . | -16% | -4% | . | .
COc1ccc(C)cc1NC(=O)NCCCCc1ccccc1 | 19% | -9% | 0 | 8% | -15% | -28% | -9% | ? | -4%
